# PG9 binder: PG9 antibody binding by small molecule | TR-FRET gp120-PG9 antibody binding | inhibition, % at 6.7 µM | hit rate 0.43% among 360,000; in the data active = inhibition above about 8.5%
# UHRF1 MBD2 ctr: blocks human UHRF1 binding to methylated DNA; inhibition, % at 4.4 µM; UHRF1 binding to methylated oligo, TR-FRET; hit rate 0.75% among 370,000; Q96T88; in the data active = inhibition above about 21%;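 note: UHRF1 SRA domain binding a hemimethylated CpG hairpin DNA probe; 0% = median of test compound wells and 100% = reference inhibitor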
# rCAG binder: binds r(CAG) RNA repeats. r(CAG) RNA repeat, TO-PRO-1 dye displacement fluorescence. inhibition, % at 3 µM. hit rate 1.3% among 370,000. AID 651821;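 active = inhibition above the plate cutoff, the mean of all test compounds on that plate plus 3 SD, cut at about 35% in these data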;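 note: 0% = DMSO alone and 100% = 100 µM mitoxantrone as full dye displacement; higher means more dye released from RNA so lower well fluorescence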
# LEDGF integ inh: blocks HIV-1 LEDGF/p75-dependent DNA integration; AID 743269; inhibition, % at 3.7 µM; hit rate 0.64% among 370,000; TR-FRET IN-LEDGF/p75 DNA integration, Eu/Cy5;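 active = inhibition above the screen-wide mean plus 3 SD, cut at about 13% in these data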;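 note: signal is the Cy5 over europium emission ratio at 671 and 618 nm; 0% = plate median of compound wells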
# PRMT1 FP inh: blocks human protein arginine methyltransferase 1. Q99873. recombinant PRMT1, activity-based probe fluorescence polarization. inhibition, % at 2.79 µM. hit rate 1.3% among 370,000;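 active = inhibition above about 21% made by adding two undisclosed values, limit read from the data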
# HTRA1 inhibitor: HTRA1 (human) protease inhibition; Q92743; recombinant HTRA1, FP-rhodamine activity-based probe, fluorescence polarization; inhibition, % at 5.96 µM; hit rate 0.5% among 340,000; AID 504803; in the data active = inhibition above about 36%;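 note: 0% = enzyme with DMSO and 100% = wells lacking enzyme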
# MBD2 inh: MBD2-methylated oligo binding inhibition; Q9UBB5; TR-FRET, MBD2 binding to methylated oligonucleotide; inhibition, % at 4.4 µM; hit rate 0.31% among 370,000; in the data active = inhibition above about 13%
# Target sequence (Q9UBB5 whole entry, looked up): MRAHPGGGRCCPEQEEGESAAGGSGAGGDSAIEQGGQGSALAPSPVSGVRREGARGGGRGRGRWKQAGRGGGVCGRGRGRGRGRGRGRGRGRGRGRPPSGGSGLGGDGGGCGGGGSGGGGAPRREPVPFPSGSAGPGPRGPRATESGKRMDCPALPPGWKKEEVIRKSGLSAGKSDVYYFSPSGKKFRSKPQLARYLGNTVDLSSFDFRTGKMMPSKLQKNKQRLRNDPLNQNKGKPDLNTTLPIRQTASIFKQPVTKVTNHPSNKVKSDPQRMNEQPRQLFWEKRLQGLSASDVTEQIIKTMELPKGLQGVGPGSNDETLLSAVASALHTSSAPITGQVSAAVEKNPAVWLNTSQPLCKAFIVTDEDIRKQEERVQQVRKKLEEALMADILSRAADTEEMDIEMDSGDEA
# TCR-CD3 inh: inhibitors of human TCR-CD3 interaction. hit rate 0.37% among 360,000. inhibition, % at 9.4 µM. TAMRA-labeled TCR probe fluorescence, biochemical; in the data active = inhibition above about 19%;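 note: recombinant mutant TCR 2C K166C tagged with TAMRA read by polarization; 0% = receptor in buffer alone and 100% = receptor with positive control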
# mABHD4 FP: ABHD4 (mouse) inhibition, primary FP screen | Q8VD66 | purified mABHD4, FP-Rh probe fluorescence polarization | inhibition, % at 8.92 µM | hit rate 0.54% among 370,000;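 active = inhibition exceeding the mean over every tested compound plus 3 SD, cut at about 30% in these data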;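 note: 0% = plate median of compound wells and 100% = S159A mutant with DMSO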
#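 Assay system: mABHD4 protein; medium: HEPES pH 7.0, NaCl, Pluronic buffer; dosing: 8.92 µM, single dose; schedule: 45 min + 60 min at 25 °C; signal: FP readout, ex 525 nm / em 598 nm; read-out: normalized percent inhibition of probe labeling; repeats: single replicate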
# Rev-erbA mod: modulates human Rev-erb alpha binding to DNA. hit rate 0.79% among 370,000. P20393. Rev-erbα–FITC-DNA binding, fluorescence polarization, 90 min. AID 1259318. activity, % at 10 µM;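 active = activity above about 14%, limit read from the data; passing the limit was not always enough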;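 note: 0% = DMSO wells with 35 nM protein and 100% = DMSO wells with 750 nM protein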
# Target sequence (P20393 whole entry, looked up): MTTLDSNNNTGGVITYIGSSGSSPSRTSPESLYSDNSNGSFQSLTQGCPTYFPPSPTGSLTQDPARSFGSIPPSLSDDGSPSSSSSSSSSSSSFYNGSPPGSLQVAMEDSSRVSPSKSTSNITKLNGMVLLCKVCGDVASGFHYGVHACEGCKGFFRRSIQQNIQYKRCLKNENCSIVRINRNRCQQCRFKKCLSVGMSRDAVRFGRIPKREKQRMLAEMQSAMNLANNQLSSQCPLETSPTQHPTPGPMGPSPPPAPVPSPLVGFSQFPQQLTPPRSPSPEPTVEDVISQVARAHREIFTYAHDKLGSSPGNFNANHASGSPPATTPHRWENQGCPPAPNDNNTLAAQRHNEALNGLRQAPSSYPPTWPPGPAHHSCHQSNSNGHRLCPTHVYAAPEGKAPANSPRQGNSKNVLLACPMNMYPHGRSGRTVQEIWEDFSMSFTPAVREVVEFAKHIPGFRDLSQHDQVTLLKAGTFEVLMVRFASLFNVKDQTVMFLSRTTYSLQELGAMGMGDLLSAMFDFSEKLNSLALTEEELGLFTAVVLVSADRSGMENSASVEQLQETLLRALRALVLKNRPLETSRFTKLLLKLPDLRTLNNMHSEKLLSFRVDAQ
# Starred values were filed as active, the others as inactive; . = not tested or not shown; & = joins results of further samples. The list is partial; rates above refer to the full screens.
SMILES,PG9 binder,UHRF1 MBD2 ctr,rCAG binder,LEDGF integ inh,PRMT1 FP inh,HTRA1 inhibitor,MBD2 inh,TCR-CD3 inh,mABHD4 FP,Rev-erbA mod
CC(C)(C)c1ccc(C(=O)Nc2ccc(C=C(C#N)C#N)cc2)cc1,-1.9,-1,11,-3,3,-55,5,-3,-25,2
CN(C(=O)CSc1nnc(Nc2ccccc2F)s1)C1CCS(=O)(=O)C1 (stereo unspecified),-0.7,18,0,6,-1,-1,4,-1,0,1
Brc1[nH]nc2ccccc12,0.5,3,0,-2,3,-94,4,-5,-1,-2
Cc1cc(C)c2nc(Nc3nc(CSc4nc5ccccc5[nH]4)cc(=O)[nH]3)nc(C)c2c1,0.7,5,12,-1,1,-10,5,-6,5,4
CN(C)c1ccc(/C=N/N2C(=S)SC(C)(C)C2N(O)C(=O)Nc2ccc([N+](=O)[O-])cc2)cc1 (stereo unspecified),-2.6,-2,8,-2,1,-12,0,0,4,-2
O[C@@H]1COC(Nc2ccc(N=Nc3ccccc3)cc2)C[C@@H]1O (stereo partly specified),0.8,-6,0,-2,3,.,2,-7,1,8
C=CCn1c(CNC(=O)c2cccs2)n[nH]c1=S,-1.5,2,-2,-4,5,1,1,-3,12,-2
CC(=O)c1cccc(OCC(=O)N2CCCc3ccccc32)c1,0.8,0,2,-4,5,3,-1,-5,-2,1
CCn1ccc(C(=O)NC2=NCCS2)n1,1.3,-3,-2,1,24*,-1,-3,6,-5,-6
COc1ccc(C(=O)Nc2ccnn2C2CCN(Cc3ccc4nonc4c3)CC2)cc1,-2.0,2,-1,-8,1,-1,2,0,-5,4
CCOC(=O)C1=NN(c2ccc([N+](=O)[O-])cc2)CC1C(=O)OC (stereo unspecified),-0.7,-2,-4,2,-3,6,-5,1,4,-2
CCCn1c(=S)[nH]c2cc(Cl)ccc21,2.0,0,-3,-6,2,0,0,-3,6,7
COc1cccc(-c2nc(CS(=O)(=O)CC(=O)NCCCOC(C)C)c(C)o2)c1,2.4,1,-7,0,1,4,-5,-8,4,5
O=C(NCc1ccc(Cl)cc1)c1cc2c(s1)CS(=O)(=O)C2,-2.1,0,5,-3,-1,-18,4,7,4,-5
CCN(CC)CCOC(=O)CCc1cccc2ccccc12,0.3,-1,-9,-4,-2,-2,-4,3,2,7
COC(=O)CN(C(=O)CSc1nnc(-c2cccc(OC)c2)o1)c1ccc(OC)cc1,1.3,-1,-3,1,-4,0,-7,12,-5,4
O=C(NC1CCN(Cc2ccccc2)CC1)C1CCN(S(=O)(=O)c2cccc3cccnc23)CC1,-0.7,0,4,0,2,2,-2,9,5,5
O=C1C(=NO)CC(c2ccccc2)N1c1ccccc1 (stereo unspecified),-0.6,1,3,4,-1,16,2,-1,1,0
O=c1c2c(nc3nc(SCc4ccccc4)[nH]n13)CCC2,-0.7,-3,1,-2,0,-5,-4,3,0,0
CC1CCN(CCC(=O)N/N=C/c2ccc([N+](=O)[O-])cc2)CC1,-1.1,-3,1,-4,-1,-1,0,-3,0,-1
COC(=O)c1[nH]c2c(c1C)C(=O)CC(c1ccccc1)C2 (stereo unspecified),1.8,-3,-1,5,-1,-7,0,-1,-11,6
CCc1cc(=O)oc2cc(OC(C)C(=O)NCc3ccccn3)ccc12 (stereo unspecified),-0.8,2,-6,-4,1,0,4,-5,4,-8
O=C(Nc1ccc(S(=O)(=O)Nc2ncccn2)cc1)c1ccc(N2CCCC2=O)cc1,-0.3,2,9,2,12,3,-1,4,-9,8
COc1ccc(N2C(=O)/C(=C/c3cccs3)NC2=S)cc1,-3.6,1,2,1,9,0,2,-1,-2,2
Cc1ccc(NC(=O)COC(=O)C2(C)CC2(Cl)Cl)cc1S(=O)(=O)N1CCOCC1 (stereo unspecified),-0.3,5,3,2,-2,-4,2,-3,-5,6
# Next part.
SMILES,PG9 binder,UHRF1 MBD2 ctr,rCAG binder,LEDGF integ inh,PRMT1 FP inh,HTRA1 inhibitor,MBD2 inh,TCR-CD3 inh,mABHD4 FP,Rev-erbA mod
CCC(C(=O)OCC(=O)Nc1cc(Cl)cc(Cl)c1)c1ccccc1 (stereo unspecified),-0.3,9,11,-3,-1,-26,3,-10,-50,6
COC(=O)C1=CN(c2ccc(OC)cc2)C=C(C(=O)OC)C1c1cc(OC)c(OC)cc1OC,-0.2,0,-3,-1,-2,0,1,6,-3,-1
O=C(NCc1c(F)cccc1F)C1CCC(CNS(=O)(=O)c2cccc3cccnc23)CC1 (stereo unspecified),.,-3,1,7,-3,.,1,.,-6,2
Cc1ccc(-c2cc(C(=O)Nc3c(C#N)cnn3C)no2)cc1,-1.1,-4,4,-8,-5,5,-5,6,-1,-1
COc1ccccc1CNS(=O)(=O)c1c(C(=O)N2CCCCC2)c(C)n(C)c1C,-3.2,0,-5,2,0,3,-1,5,5,2
CCCc1cc(=O)[nH]c(SCC(=O)N(C)Cc2ccccc2)n1,-0.6,9,0,1,0,8,-3,8,7,-1
Cc1oc(-c2ccccc2Cl)nc1CS(=O)CC(=O)NCCCN1CC(C)CC(C)C1 (stereo unspecified),-1.2,1,-8,1,-1,6,5,1,-1,-2
COc1ccc(C(=O)C(C)[n+]2ccc(C)c3ccccc32)cc1[N+](=O)[O-] (stereo unspecified),-1.7,-1,-16,2,2,-3,-3,3,-13,2
Cc1ccc(C(=O)N(c2ccccn2)C(C)c2ccco2)cc1C (stereo unspecified),0.1,-2,-7,-3,2,2,-9,4,-2,2
CCOc1ccc2oc(C(=O)OCC(=O)NC(=O)NC3CCCC3)c(C)c2c1,-3.3,-3,1,3,-1,-3,-3,1,-4,-5
CCOc1ccc(CCNc2nc3ccccc3n3c(C)nnc23)cc1OCC,-1.8,0,-1,-4,-4,2,-3,11,3,0
O=C(O)c1ccc(N/N=C2/CCSc3ccc(F)cc32)cc1,-3.5,0,20,0,2,2,-1,-3,5,-2
CC(=O)Nc1nnc(SCC(=O)Nc2ccc(N3CCOCC3)c(Cl)c2)s1,0.8,-1,-1,-5,1,2,-7,5,-2,-5
CCCCn1c(CN2CCN(CCO)CC2)nc2ccccc21,-0.1,1,-4,4,2,-5,0,7,9,7
CN(C)c1cccc2c(S(=O)(=O)NCc3ccc(S(N)(=O)=O)cc3)cccc12,1.4,1,14,5,19,5,6,-2,1,8
CCOC(=O)N1CCN(C(=O)c2ccc(Cn3c(=S)[nH]c4cc(OCC)c(OCC)cc4c3=O)cc2)CC1,1.2,0,0,-6,2,4,1,-1,-4,7
COc1cccc(C2CC(c3cccs3)=NN2C(=O)CSc2nc3ccccc3s2)c1OC (stereo unspecified),0.9,-2,4,-3,-1,-22,1,11,2,3
CCCC1O[C@@H]2C[C@H]3[C@@H]4CCC5=CC(=O)C=C[C@]5(C)[C@H]4[C@@H](O)C[C@]3(C)[C@]2(C(=O)CO)O1 (stereo partly specified),0.2,2,0,-1,2,-5,5,-12,8,-3
COc1ccc(-n2cccc2/C=C2\C(=N)N3N=C(C(C)C)SC3=NC2=O)cc1,-0.7,-2,28,-1,-1,-10,3,0,-39,-6
COc1ccc(N2C(=O)C3C(C2=O)C3(c2ccccc2)c2ccccc2)cc1 (stereo unspecified),-3.0,1,-3,1,-2,-13,1,3,-11,-6
Cc1nnc(SCC(=O)NCc2ccccc2)s1,-1.9,2,-3,-1,-3,2,1,-2,1,1
CC(c1nc2ccccc2[nH]1)N(C(=O)C1=NNC(=O)CC1)c1ccccc1 (stereo unspecified),-1.4,6,7,1,0,.,-2,1,4,-4
COc1ccc(C(=O)n2nc(C)cc2Nc2ccccc2)cc1,0.1,-4,5,3,3,-7,4,-5,-5,-2
CC1(C)Cc2c(cnn2-c2cccc(F)c2)C(NC(=O)C2CCOCC2)C1 (stereo unspecified),0.5,5,-7,-3,2,-1,2,5,-7,-1
O=C(CSc1nc2ccccc2[nH]1)NCCN1CCCCC1,-0.9,-6,1,-3,-2,-1,-2,0,1,8

# Grouped by structure: the entries above containing fluorine.
SMILES,PG9 binder,UHRF1 MBD2 ctr,rCAG binder,LEDGF integ inh,PRMT1 FP inh,HTRA1 inhibitor,MBD2 inh,TCR-CD3 inh,mABHD4 FP,Rev-erbA mod
CN(C(=O)CSc1nnc(Nc2ccccc2F)s1)C1CCS(=O)(=O)C1 (stereo unspecified),-0.7,18,0,6,-1,-1,4,-1,0,1
O=C(NCc1c(F)cccc1F)C1CCC(CNS(=O)(=O)c2cccc3cccnc23)CC1 (stereo unspecified),.,-3,1,7,-3,.,1,.,-6,2
O=C(O)c1ccc(N/N=C2/CCSc3ccc(F)cc32)cc1,-3.5,0,20,0,2,2,-1,-3,5,-2
CC1(C)Cc2c(cnn2-c2cccc(F)c2)C(NC(=O)C2CCOCC2)C1 (stereo unspecified),0.5,5,-7,-3,2,-1,2,5,-7,-1

# Following part
SMILES,PG9 binder,UHRF1 MBD2 ctr,rCAG binder,LEDGF integ inh,PRMT1 FP inh,HTRA1 inhibitor,MBD2 inh,TCR-CD3 inh,mABHD4 FP,Rev-erbA mod
COc1ccc(/C(O)=C2/C(=O)C(=O)N(c3ccccn3)C2c2ccc(F)cc2)cc1 (stereo unspecified),5.2,14,4,2,0,3,3,2,1,-4
COc1ccc(CC(=O)OCc2nnc(-c3ccccc3)o2)cc1,-1.3,2,-3,0,1,-2,0,2,2,3
COc1ccc(NC(=O)c2ccc3nc[nH]c3c2)cc1,-1.4,3,5,-2,5,-3,-3,-3,6,-5
COc1ccc(S(=O)(=O)N2CCC(C(=O)NC(c3nc4ccccc4[nH]3)C(C)C)CC2)cc1 (stereo unspecified),0.6,3,1,0,-1,4,2,-5,-3,-3
COc1ccc(NC(=O)c2ccc(CNc3c(NC4CCCCC4)c(=O)c3=O)cc2)c(OC)c1,1.3&-0.7,-1&-1,6&10,-2&1,-1&-7,3&-2,-2&1,5&-1,1&2,-2&-2
COc1ccc(Oc2cnc3ccccc3n2)cc1,-2.4,-3,-4,5,1,1,1,11,-1,5
COc1ccc(C(=O)NC2CCc3ccccc32)cc1OC1CCN(C(C)=O)CC1 (stereo unspecified),-0.9,-1,-2,5,-5,-6,-7,-1,-9,1
CCOc1cc(/C=N/NC(=O)c2nnn(-c3nonc3N)c2C)ccc1OCc1ccc(C)cc1,-1.2,1,2,-4,-2,1,2,-1,5,-30
C[C@@H]1CN([C@@H](C)CO)C(=O)CCCn2nncc2CO[C@@H]1CN(C)C(=O)NC1CCCCC1,-1.3,-2,1,-2,-1,3,-6,2,0,-2
CC1CCN(CC(C)OC(=O)c2ccco2)CC1 (stereo unspecified),-1.3,-2,2,0,-1,-3,4,1,1,-9
CCCCCCn1c(=O)n2n(c1=O)[C@@H]1CN(S(=O)(=O)c3ccc(C)cc3)C[C@]1(O)[C@@H](OC(=O)NCc1ccc(OC)c(OC)c1)C2,1.3,2,2,3,-2,-13,1,7,-10,2
COC(=O)c1ccccc1NC(=O)/C=C/c1cc(OC)c(OC)c(OC)c1,-0.8,1,-1,1,-2,4,3,4,5,-3
O=C(COC(=O)c1cc(S(=O)(=O)NCc2ccccc2)ccc1O)NCc1ccccc1,5.1,5,5,0,0,3,5,-6,7,-2
O=C(CNCc1ccc(F)cc1)Nc1ccc(S(=O)(=O)N2CCOCC2)cc1,-0.2,-3,0,5,-7,3,2,8,-10,6
OCCCc1nc2n(n1)C(c1ccccc1)C=C(c1ccc(F)cc1)N2 (stereo unspecified),0.5,0,-2,-1,10,3,2,4,3,-1
CCOc1ccc(CCNC(=O)C2CCCN(c3nn4c(=O)cc(C)nc4s3)C2)cc1 (stereo unspecified),0.0,3,-5,1,0,6,-2,6,-3,-3

# Just Rev-erbA mod and LEDGF integ inh, for some of the entries so far:
SMILES	Rev-erbA mod	LEDGF integ inh
COc1ccc(Oc2cnc3ccccc3n2)cc1	5	5
COc1ccc(C(=O)NC2CCc3ccccc32)cc1OC1CCN(C(C)=O)CC1 (stereo unspecified)	1	5
